# Compound activity (PubChem BioAssay)
# NALP3 yeast inh – NALP3 inhibition in yeast. hit rate 0.39% among 330,000. AID 2825. Yeast reconstituted NLRP3/ASC/caspase-1, beta-gal luminescence, 24 h. inhibition, % at 10 µM;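 active = inhibition of 50% or more; inactive = inhibition below 50%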;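 also: plate controls were induced DMSO wells for no effect and uninduced yeast grown without galactose for full effect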
# tim23-1 inh – tim23-1 yeast growth inhibition; S. cerevisiae tim23-1 growth, BacTiter-Glo luminescence, 24 h; inhibition, % at 20 µM; hit rate 1.3% among 330,000;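 active = growth inhibition of the mutant yeast at or above 50%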;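 also: temperature-sensitive mutant grown at 25 °C; plate controls were DMSO-treated mutant yeast for no effect and medium wells lacking yeast for full effect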
# UPR XBP1 act – adaptive UPR (XBP1) activation. CHO-XBP1 luciferase reporter, IRE1-XBP1 UPR activation, luminescence; percent of tunicamycin response, DMSO as zero. activation, % at 20 µM. hit rate 0.33% among 330,000. AID 463104;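 active = versus positive control, 20 µM dose yields 30% or more activation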;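 also: 100% = tunicamycin at 10 µg/mL and 0% = DMSO only wells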
#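 Material: CHO-XBP1 cells stably carrying IRE1-XBP1-driven luciferase reporter / Amount: 1000 cells per well / Compound: 20 µM, 1% DMSO / Times: 6 h treatment, 37 °C / Detection: luciferase luminescence / Measure: % activation of reporter signal versus tunicamycin and DMSO controls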
# TIM10 inh – growth inhibitors of TIM10 yeast strain. S. cerevisiae TIM10 strain growth, BacTiter-Glo luminescence, 24 h. inhibition, % at 10 µM. hit rate 1.4% among 330,000. AID 463195;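 active = inhibition of 40% or more at the single tested concentration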;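 also: wild-type TIM10 isogenic control strain grown at permissive 25 °C; 0% = DMSO yeast wells and 100% = minimal medium wells without yeast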
# CHOP UPR activ – activators of apoptotic arm of unfolded protein response (CHOP); CHO-CHOP luciferase reporter, UPR activation, luminescence; percent of tunicamycin response over DMSO baseline; activation, % at 10 µM; hit rate 0.34% among 330,000; AID 449763;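 active = at 10 µM dose, activation of 40% or more, normalized to positive control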;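 also: 100% = tunicamycin at 10 µg/mL and 0% = DMSO alone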
#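 System: CHO CHOP reporter cells. Amount: 500 cells per well. Buffer or medium: F12 medium, 10% FBS. Compound dosing: one dose, 10 µM in 0.5% DMSO. Incubation: 6 h compound exposure at 37 °C after overnight seeding. Technique: Steady-Glo luciferase luminescence. Benchmarks: tunicamycin and DMSO controls.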
# tim10-1 inh – tim10-1 yeast growth inhibition; S. cerevisiae tim10-1 ts strain growth, BacTiter-Glo, 24 h; hit rate 2.2% among 330,000; inhibition, % at 20 µM;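 active = inhibition of at least 40%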;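 also: mutant grown at 25 °C; 0% = DMSO wells with yeast and 100% = wells holding no yeast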
# NR3A LBD binder – NR3A (human) ligand-binding domain modulation; NR3A LBD differential scanning fluorimetry, Tm shift; 0% = protein alone, 100% = glycine-bound protein; AID 1259313; Tm shift relative to glycine control, % at 25 µM; hit rate 2.5% among 340,000;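 active = melting temperature shift of at least 10% of the positive control shift, at one fixed dose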
# Mdm2 MdmX PPI – human Mdm2/MdmX binding inhibition; inhibition, % at 8 µM; SaOS-2 split-luciferase Mdm2/MdmX complementation, luminescence; hit rate 3% among 330,000;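 active = inhibition of at least 50% at 8 µM in the primary screen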
# APJ ag – APJ receptor agonism; CHO-K1 APJ PathHunter beta-arrestin, luminescence; 0% DMSO wells, 100% apelin; P35414; AID 2520; activation, % at 20 µM; hit rate 0.11% among 330,000;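 active = activation more than six SD over the plate average, tested at 20 µM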;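 also: 0% = DMSO alone and 100% = apelin-13 at 10 nM; some results filed as inactive read as strong as hits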
# Target sequence (P35414 whole entry, looked up): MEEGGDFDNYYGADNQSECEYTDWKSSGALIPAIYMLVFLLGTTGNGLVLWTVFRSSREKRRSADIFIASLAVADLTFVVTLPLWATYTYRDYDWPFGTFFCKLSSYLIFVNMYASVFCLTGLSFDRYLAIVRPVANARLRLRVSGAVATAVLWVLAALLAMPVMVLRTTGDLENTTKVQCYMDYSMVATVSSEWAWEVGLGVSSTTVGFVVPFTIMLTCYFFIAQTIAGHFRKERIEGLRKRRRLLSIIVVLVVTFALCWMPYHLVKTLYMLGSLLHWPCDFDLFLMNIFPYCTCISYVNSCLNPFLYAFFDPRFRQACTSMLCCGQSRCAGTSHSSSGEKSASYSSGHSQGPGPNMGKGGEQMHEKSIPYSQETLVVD
#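 Test system: CHO-K1 APJ beta-arrestin complementation cell line. Amount: cell density 1000 per well. Controls: DMSO negative, 10 nM Apelin-13 positive. Signal: luminescent beta-gal fragment complementation, chemiluminescent substrate. Read-out basis: agonist-driven arrestin binding to APJ. Timing: compound stimulation 90 min at 25 °C, detection 60 min.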
# * marks the source's active call; other numbers are inactive results. Outcome played no part in choosing rows. Share with any hit: about 8.2%.
mol	CHOP UPR activ	NR3A LBD binder	UPR XBP1 act	Mdm2 MdmX PPI	tim23-1 inh	NALP3 yeast inh	TIM10 inh	tim10-1 inh	APJ ag
O=c1cc(CSc2nnnn2-c2ccc(O)cc2)nc2sccn12	-2.1	0	0	13	7	7	-1	3	-3
C=CCn1c(SCC(=O)c2ccc(Br)cc2)nnc1C(CC(C)C)NC(=O)c1cccs1 (stereo unspecified)	-1.9	-5	-3	33	-5	-2	10	22	0
COCCn1c(-c2ccc(Cl)cc2)cnc1SCC(=O)NCCc1ccc(OC)c(OC)c1	1.1	-2	-3	33	2	-9	24	25	-2
COC(=O)c1ccc(NC(=O)CSc2nnc(-c3cccnc3)o2)cc1	2.6	2	1	1	-12	14	-7	-5	-3
COc1ccc(NS(=O)(=O)c2cccc(NC(=O)COc3ccccc3[N+](=O)[O-])c2)cc1	2.9	4	1	39	-14	13	-5	-5	1
CCCCCCCCc1nnc(NC(=O)c2ccco2)s1	-0.8	-2	-5	-10	32	17	25	27	-2
Cc1ccc(Nc2ccc([N+](=O)[O-])nc2[N+](=O)[O-])cc1	0.6	-14	0	27	53*	18	42*	42*	5
COc1ccc(CCNC(=O)CSc2nnc(-c3cccc(C)c3)o2)cc1OC	0.7	2	0	-11	1	-1	3	17	-3
COc1cc(C(=O)Nc2ccc(N(C)C)cc2)cc(OC)c1OC	3.4	1	1	-79	20	10	18	27	1
CCc1ccc(/C=N/NC(=O)c2nnn(-c3nonc3N)c2CN2CCc3ccccc32)cc1	0.3	10	6	32	24	17	20	20	0
O=C(COc1ccc(Cl)cc1)NCc1n[nH]c(=O)c2ccccc12	6.8	6	0	19	7	8	16	15	2
COc1ccc(-c2nnc(SCC(=O)c3[nH]c(C)c(C(C)=O)c3C)o2)cc1	3.0	0	4	11	16	9	11	1	3
CC1CCCC(C)N1CCCNC(=O)Cn1ncc2c([nH]c3ccccc32)c1=O (stereo unspecified)	0.1	0	-2	-11	10	11	1	13	-1
COc1ccc(C(=O)N2CCC(C(=O)Nc3ccccc3OC)CC2)cc1	-0.9	2	3	5	-1	-8	-9	5	-3
CCOC(=O)C1(Cc2ccc(OC)cc2)CCN(C(=O)CCn2ccc(C)n2)CC1	0.1	-1	-2	-24	12	-1	10	21	-3
O=C(COC(=O)c1ccc([N+](=O)[O-])o1)NC1CCCC1	-0.6	-2	-1	9	-6	19	-174	-137	0
COc1cc(CNCc2cccs2)cc(Br)c1OC	-2.5	0	-7	21	2	7	-10	6	-4
NC(=O)COC(=O)c1ccc2c(c1)S(=O)(=O)N=C1CCCCCN12	-0.6	-7	-2	13	-2	0	1	-5	-1
Cn1nc(C(=O)OCc2ccccc2F)c2ccccc2c1=O	-1.2	1	8	-7	17	-4	-20	30	-1
CCOC(=O)c1[nH]c2cc(OC)c(OC)cc2c1NC(=O)c1nonc1C	-0.4	0	0	14	0	9	-3	23	2
COCCCNC(=O)Cc1ccccc1OC	-1.3	0	3	20	-2	18	-9	-3	-3
CCOc1ccc(S(=O)(=O)Nc2ccccc2C(=O)N(C)C2CCN(C)CC2)cc1	0.4	3	-1	6	14	-8	7	2	-5
CCOC(=O)N1CCN(C(=O)c2cc(COc3c(F)cccc3F)on2)CC1	4.3	1	1	-93	-8	17	-2	2	0
CC(=O)C(N=Nc1ccccc1)(Sc1nnc(-c2ccccc2)n1-c1ccccc1)C(=O)Nc1ccccc1 (stereo unspecified)	-1.2	-1	-4	-2	18	6	8	18	-4
COc1cc(CN(C(=S)NCC(=O)N2CCCC2)C2CCCC2)cc(OC)c1OC	-0.1	3	-1	16	11	-14	-9	8	-1
CC(O)c1nc2ccccc2n1C1CCCCC1 (stereo unspecified)	0.0	0	2	8	-4	9	1	-3	-1
O=C(CN(CC1CCCO1)C(=O)CNS(=O)(=O)c1ccccc1)NCc1ccc(F)cc1 (stereo unspecified)	2.0	1	1	18	2	9	-12	0	0
COc1ccc(OCCN2C(=O)NC3(CCc4ccccc4C3)C2=O)cc1 (stereo unspecified)	0.6	0	0	-30	18	14	22	30	-2
CCc1ccc(C(=O)N2CCN(c3ccc(F)cc3)CC2)s1	-1.1	0	-1	-10	29	-21	12	33	-3
CC(C)(C)OC(=O)C(Cc1ccc(OC(C)(C)C)cc1)NC(=O)CNC(=O)OCc1ccccc1 (stereo unspecified)	-2.3	1	-2	23	26	19	14	13	1
Cc1cc(N2CCN(S(=O)(=O)Cc3ccccc3)CC2)n2ncnc2n1	1.6	0	-3	-15	12	1	2	-4	-1
CC(C)(C)OC(=O)C[C@H]1C/C=C\C[C@H](CC(=O)N[C@H](CO)Cc2ccccc2)C(=O)N[C@@H](Cc2ccccc2)COC1=O	1.1	1	1	1	21	2	2	11	-3
CC(=O)N1CCN(c2ccc(Oc3ccc([N+](=O)[O-])c(C(F)(F)F)c3)cc2)CC1	7.0	8	-1	49	28	24	24	24	-1
COc1ccccc1N(C)S(=O)(=O)c1ccc(C(=O)NCC(C)C)cc1	-2.7	-1	0	8	23	6	20	15	0
O=C(OCC(=O)N1CCCc2ccccc21)c1ccc(F)c(S(=O)(=O)N2CCOCC2)c1	-0.1	1	0	7	20	21	18	31	-6
OC(COc1ccccc1)CN1CCCCCC1 (stereo unspecified)	1.2	-1	-2	10	-1	2	-15	-5	-2
COc1ccc(C2=NN(CCC(=O)NC3CCC(C)CC3)C(=O)CC2)cc1 (stereo unspecified)	-0.7	0	-3	-11	7	9	-3	20	-2
Cc1ccc2nc(-c3ccccc3)c(CN3CCN(c4ccccc4F)CC3)n2c1	-2.0	2	-2	8	49	6	51*	56*	-2
CN1C(C)(C)CC(=NOC(=O)c2ccccc2)CC1(C)C	-0.7	0	0	3	-1	6	-9	12	-6
CCc1ccc(OCC(=O)Nc2ccc(CN3CCCCC3)cc2)cc1	-1.3	1	-1	9	-25	39	-13	-11	-1
COc1cc(C(=O)Nc2nc(-c3cc(C)ccc3C)c(C)s2)ccc1OCC(=O)Nc1ccc(F)cc1	-0.4	8	1	17	3	0	-3	4	0
COc1ccc(C(=O)CSc2nnc3ccccn23)cc1OC	1.1	-1	3	13	-3	14	-2	13	-1
Cc1nn(CC#N)c(=O)n1-c1ccccc1F	-3.8	-1	-2	9	9	-1	-9	12	2
C=CCNC(=O)c1onc(CSc2cccc(OCC)c2)c1C(=O)O	0.0	2	0	-7	-15	20	5	-16	-4
CC(=O)[C@@]1(O)CCC2C3CC[C@H]4C[C@@H](O)CC[C@]4(C)C3CC[C@@]21C (stereo partly specified)	0.2	-1	-1	-7	28	47	17	10	-6
c1ccc(-c2[nH]ncc2CN2CCN(Cc3ccc4c(c3)OCO4)CC2)cc1	-2.3	-1	2	0	-23	20	-25	-2	-5
CC(C)=CCCC(C)CN1CCC(n2nccc2NC(=O)c2cccnc2)CC1 (stereo unspecified)	0.1	1	3	9	-7	-1	-3	-14	-5
COc1ccc(CNC(=O)Cn2cccc2C(=O)c2ccccc2)cc1	4.4	-1	-3	-7	19	11	1	-4	-2
CCCCCNC(=O)C(C)Sc1ccc(Cl)cc1 (stereo unspecified)	1.2	1	1	14	8	38	-2	12	0
Cc1nc2c(ccc3nc(NC(=O)c4ccc(S(=O)(=O)N(C)C)cc4)sc32)s1	4.0	-2	8	20	5	7	6	8	1
COC1CCN(C(=O)C2CCC(=O)N(CCc3cccc(F)c3)C2)CC1 (stereo unspecified)	3.8	0	-1	-15	-12	16	-3	-15	2
CCCCn1c(SC(C)C(N)=O)nc2cc(C(=O)OC)ccc2c1=O (stereo unspecified)	0.2	-1	-2	2	-24	-8	23	13	1
Cc1nc(NC2=NCN(CCCN3CCOCC3)CN2)nc2c(C)cccc12	-0.4	-1	-2	97*	-99	2	-26	-22	-8
Cc1cc(C(=O)O)ccc1NCc1cccnc1	-0.4	-4	0	-2	-5	18	-5	-2	-2
O=[N+]([O-])c1ccc(SCc2c(F)cccc2Cl)nc1	1.1	4	1	5	18	-1	15	8	-1
O=C(Nc1ccc2cn[nH]c2c1)c1ccc(S(=O)(=O)N2CCOCC2)cc1	-1.0	0	0	24	12	-2	2	-3	-1
O=S(=O)(NC1CCCCCCC1)c1ccccc1F	0.6	0	1	-3	32	39	7	-4	-2
CCCCN(CCCC)c1cn[nH]c(=O)c1Cl	-1.1	0	-1	-7	11	2	4	0	12
